ABHD4 inh – ABHD4 (mouse) inhibition, primary FP screen; purified mABHD4, FP-Rh probe fluorescence polarization; inhibition, % at 8.92 µM; actives 0.54% (n = 370,000); AID 720543;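 active = inhibition exceeding the mean over every tested compound plus 3 SD, cut at about 30% in these data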;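 note: 0% = plate median of compound wells and 100% = S159A mutant with DMSO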
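Assay system: mABHD4 protein; medium: HEPES pH 7.0, NaCl, Pluronic buffer; dosing: 8.92 µM, single dose; schedule: 45 min + 60 min at 25 °C; signal: FP readout, ex 525 nm / em 598 nm; read-out: normalized percent inhibition of probe labeling; repeats: single replicate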
UHRF1 MBD2 ctr – human UHRF1 methylated DNA binding inhibitors; inhibition, % at 4.4 µM; Q96T88; UHRF1 binding to methylated oligo, TR-FRET; actives 0.75% (n = 370,000); in the data active = inhibition above about 21%;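 note: UHRF1 SRA domain binding a hemimethylated CpG hairpin DNA probe; 0% = median of test compound wells and 100% = reference inhibitor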
DDE Tn7 FP inh – DD(E)-Tn7 binding inhibition, primary FP screen; P02675; FP displacement of FITC-Tn7 peptide from fibrin DD(E); 0% = median of compound wells per plate; inhibition, % at 8.3 µM; actives 0.13% (n = 370,000); AID 720508;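 active = inhibition above the mean of compounds falling within the control limits plus 3 SD of them, cut at about 14% in these data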;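 note: 0% = plate median of compound wells and 100% = 10 µM Aha-Tn7 peptide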
Target sequence (P02675 whole entry, looked up): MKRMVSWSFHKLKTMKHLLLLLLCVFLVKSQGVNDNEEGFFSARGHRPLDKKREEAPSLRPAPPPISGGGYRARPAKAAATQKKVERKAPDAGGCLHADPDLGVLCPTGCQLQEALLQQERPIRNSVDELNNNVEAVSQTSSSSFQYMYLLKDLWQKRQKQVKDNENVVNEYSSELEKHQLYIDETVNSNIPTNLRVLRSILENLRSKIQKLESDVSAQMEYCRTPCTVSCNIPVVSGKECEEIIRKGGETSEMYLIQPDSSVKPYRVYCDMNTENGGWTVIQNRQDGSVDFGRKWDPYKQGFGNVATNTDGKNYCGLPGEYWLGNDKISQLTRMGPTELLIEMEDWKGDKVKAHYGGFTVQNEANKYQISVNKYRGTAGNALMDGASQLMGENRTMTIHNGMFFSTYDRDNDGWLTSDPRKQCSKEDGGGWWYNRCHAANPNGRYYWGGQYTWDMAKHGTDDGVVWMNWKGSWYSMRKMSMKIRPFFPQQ
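Test system – human fibrin DD(E) · Times – 10 min preincubation, 3 h with tracer, room temperature · Detection – fluorescence polarization of the labelled Tn7 tracer · Measure – percent inhibition normalized to high-control wells · Benchmarks – high control wells with 10 µM unlabelled Aha-Tn7 peptide (full inhibition) · Repeats – singlicate testing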
PRMT1 inh – PRMT1 (human) inhibition, primary screen; Q99873; recombinant PRMT1, activity-based probe fluorescence polarization; inhibition, % at 2.79 µM; actives 1.3% (n = 370,000);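 active = inhibition above about 21% made by adding two undisclosed values, limit read from the data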
LEDGF integ inh – blocks HIV-1 LEDGF/p75-dependent DNA integration; actives 0.64% (n = 370,000); TR-FRET IN-LEDGF/p75 DNA integration, Eu/Cy5; inhibition, % at 3.7 µM;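 active = inhibition above the screen-wide mean plus 3 SD, cut at about 13% in these data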;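 note: signal is the Cy5 over europium emission ratio at 671 and 618 nm; 0% = plate median of compound wells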
SIAE inh – blocks human sialic acid acetylesterase. Q9HAT2. SIAE FP-Rh probe binding, fluorescence polarization. inhibition, % at 9.66 µM. actives 0.69% (n = 370,000). AID 1053197;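 active = inhibition above a cutoff: mean of compounds within the control limits plus 3 SD of those, cut at about 17% in these data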;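 note: 0% = plate median of compound wells and 100% = probe without SIAE protein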
TCR CD3 inh – inhibitors of human TCR-CD3 interaction; actives 0.37% (n = 360,000); inhibition, % at 9.4 µM; TAMRA-labeled TCR probe fluorescence, biochemical; AID 651800; in the data active = inhibition above about 19%;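 note: recombinant mutant TCR 2C K166C tagged with TAMRA read by polarization; 0% = receptor in buffer alone and 100% = receptor with positive control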
HTRA1 inhibitor – inhibitors of human serine peptidase HTRA1; recombinant HTRA1, FP-rhodamine activity-based probe, fluorescence polarization; Q92743; actives 0.5% (n = 340,000); inhibition, % at 5.96 µM; in the data active = inhibition above about 36%;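 note: 0% = enzyme with DMSO and 100% = wells lacking enzyme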
TDP2 absorb – blocks human TDP2 phosphodiesterase activity | recombinant TDP2, T5PNP hydrolysis, p-nitrophenol absorbance 415 nm | O95551 | AID 720702 | actives 0.34% (n = 370,000) | inhibition, % at 12.8 µM;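 active = inhibition above the mean of all tested compounds plus 3 SD, set per campaign, cut at about 25% in these data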;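 note: 0% = DMSO with enzyme and 100% = buffer with substrate but no TDP2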
Target sequence (O95551 whole entry, looked up): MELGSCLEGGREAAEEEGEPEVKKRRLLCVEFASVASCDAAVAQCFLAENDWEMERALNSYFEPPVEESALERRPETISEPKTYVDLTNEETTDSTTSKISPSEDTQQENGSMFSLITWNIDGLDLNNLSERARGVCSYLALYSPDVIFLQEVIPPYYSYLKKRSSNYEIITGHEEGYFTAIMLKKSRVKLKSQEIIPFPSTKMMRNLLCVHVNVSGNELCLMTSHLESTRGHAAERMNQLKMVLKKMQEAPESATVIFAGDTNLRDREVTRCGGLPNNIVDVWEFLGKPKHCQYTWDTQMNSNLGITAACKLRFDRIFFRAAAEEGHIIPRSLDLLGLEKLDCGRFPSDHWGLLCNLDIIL
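Test system: human TDP2 enzyme; Input: 120 nM TDP2 per well; Buffer or medium: Mg2+-containing Tris-HCl buffer, pH 7.5; Reagent: 5 mM T5PNP; Dosing: 12.8 µM single point, 1% DMSO; Incubation: reaction 2 h, 37 °C; Detection: p-Nitrophenol epi absorbance; Read-out: % inhibition relative to enzyme-containing and enzyme-free wells; Replicates: single well per compound.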
PG9 binder – binds the HIV-1 gp120 antibody PG9; TR-FRET gp120-PG9 antibody binding; actives 0.43% (n = 360,000); inhibition, % at 6.7 µM; AID 624416; in the data active = inhibition above about 8.5%
Starred values were filed as active, the others as inactive.

How did Cc1ccc(S(=O)(=O)N2CCCCC2)cc1NC(=O)C1CC1 do in these assays?
ABHD4 inh: 8; UHRF1 MBD2 ctr: 0; DDE Tn7 FP inh: 2; PRMT1 inh: 1; LEDGF integ inh: -2; SIAE inh: 3; TCR CD3 inh: -6; HTRA1 inhibitor: -4; TDP2 absorb: -6; PG9 binder: 1.6

How did Cc1csc(NC(=O)C2=NN(c3ccccc3)C(=O)CC2)n1 do in these assays?
ABHD4 inh: 1; UHRF1 MBD2 ctr: 0; DDE Tn7 FP inh: 0; PRMT1 inh: 1; LEDGF integ inh: -1; SIAE inh: 11; TCR CD3 inh: -1; HTRA1 inhibitor: -5; TDP2 absorb: 6; PG9 binder: 0.3

Results for c1ccc(-c2nnc(SCc3nnc(-c4cccs4)o3)o2)cc1 ?
ABHD4 inh: -3; UHRF1 MBD2 ctr: 2; DDE Tn7 FP inh: -4; PRMT1 inh: 1; LEDGF integ inh: 0; SIAE inh: 0; TCR CD3 inh: -2; HTRA1 inhibitor: -4; TDP2 absorb: 6; PG9 binder: -0.5

What do the screens show for `CCSc1nnc(CNC(=O)c2ccccc2F)n1-c1ccccc1OC`?
ABHD4 inh: -3; UHRF1 MBD2 ctr: 4; DDE Tn7 FP inh: -4; PRMT1 inh: -4; LEDGF integ inh: -1; SIAE inh: -7; TCR CD3 inh: 5; HTRA1 inhibitor: 1; TDP2 absorb: -17; PG9 binder: -4.2

Results for O=S(=O)(NC1CCCC1)c1ccccc1Br ?
ABHD4 inh: -13; UHRF1 MBD2 ctr: 2; DDE Tn7 FP inh: -6; PRMT1 inh: -2; LEDGF integ inh: 2; SIAE inh: -4; TCR CD3 inh: -1; HTRA1 inhibitor: 0; TDP2 absorb: -8; PG9 binder: -2.7

Results for CN(CC(=O)NC1CCN(Cc2ccccc2)CC1)S(=O)(=O)c1ccc(Br)s1 ?
ABHD4 inh: -4; UHRF1 MBD2 ctr: 1; DDE Tn7 FP inh: -3; PRMT1 inh: -2; LEDGF integ inh: 3; SIAE inh: -2; TCR CD3 inh: 3; HTRA1 inhibitor: -1; TDP2 absorb: 6; PG9 binder: -2.5

How did C/C(=N\NS(=O)(=O)c1ccc(C)c([N+](=O)[O-])c1)c1cc2ccccc2o1 do in these assays?
ABHD4 inh: 4; UHRF1 MBD2 ctr: 1; DDE Tn7 FP inh: 2; PRMT1 inh: 3; LEDGF integ inh: -2; SIAE inh: 5; TCR CD3 inh: 0; HTRA1 inhibitor: -3; TDP2 absorb: 6; PG9 binder: 1.0

What do the screens show for `Cc1cc(C)c2c(N)c(C(=O)N3CCCCCC3)sc2n1`?
ABHD4 inh: 3; UHRF1 MBD2 ctr: 4; DDE Tn7 FP inh: 5; PRMT1 inh: 20; LEDGF integ inh: -3; SIAE inh: -7; TCR CD3 inh: -6; HTRA1 inhibitor: 4; TDP2 absorb: -8; PG9 binder: 2.3

What do the screens show for `CC12CCC(=O)N1C(C(=O)Nc1cc(C(F)(F)F)ccc1N1CCOCC1)CS2` (centres undefined)?
ABHD4 inh: 2; UHRF1 MBD2 ctr: 0; DDE Tn7 FP inh: 4; PRMT1 inh: 2; LEDGF integ inh: -2; SIAE inh: 3; TCR CD3 inh: -8; HTRA1 inhibitor: -2; TDP2 absorb: -4; PG9 binder: -1.1

How did CCOC(=O)c1oc2cc(OCC(=O)OC)ccc2c(=O)c1-c1ccc(OC)c(OC)c1 do in these assays?
ABHD4 inh: -2; UHRF1 MBD2 ctr: 1; DDE Tn7 FP inh: 2; PRMT1 inh: -1; LEDGF integ inh: 3; SIAE inh: 3; TCR CD3 inh: -1; HTRA1 inhibitor: -3; TDP2 absorb: -3; PG9 binder: 0.8

How did COc1ccc(NC(=O)COC(=O)CCc2nc3ccccc3c(=O)[nH]2)cc1Cl do in these assays?
ABHD4 inh: 2; UHRF1 MBD2 ctr: -1; DDE Tn7 FP inh: 0; PRMT1 inh: -2; LEDGF integ inh: -1; SIAE inh: 3; TCR CD3 inh: -3; HTRA1 inhibitor: -3; TDP2 absorb: 9; PG9 binder: 1.6

How did Cc1ccc(S(=O)(=O)N2C[C@]3(O)C[C@@H]4C(=O)N(c5ccccc5)C(=O)[C@@H]4C[C@]3(OC(=O)Nc3cccs3)C2)cc1 do in these assays?
ABHD4 inh: 2; UHRF1 MBD2 ctr: -3; DDE Tn7 FP inh: 0; PRMT1 inh: 7; LEDGF integ inh: 6; SIAE inh: 5; TCR CD3 inh: 0; HTRA1 inhibitor: 0; TDP2 absorb: -5; PG9 binder: -3.4

What do the screens show for `COc1ccc(/C=N/n2c(C)nc3c([nH]c4ccccc43)c2=O)cc1CN1CCCC(C)(C)C1`?
ABHD4 inh: 1; UHRF1 MBD2 ctr: 0; DDE Tn7 FP inh: 3; PRMT1 inh: 2; LEDGF integ inh: 0; SIAE inh: -6; TCR CD3 inh: 3; HTRA1 inhibitor: 0; TDP2 absorb: -3; PG9 binder: 1.0

Results for O=C(Nc1nnc(Cc2ccccc2)s1)c1cnccn1 ?
ABHD4 inh: 0; UHRF1 MBD2 ctr: 1; DDE Tn7 FP inh: 3; PRMT1 inh: -1; LEDGF integ inh: -2; SIAE inh: -4; TCR CD3 inh: 0; HTRA1 inhibitor: -15; TDP2 absorb: 3; PG9 binder: 0.2

Results for OCCNC(=S)Nc1cc(Cl)cc(Cl)c1 ?
ABHD4 inh: -4; UHRF1 MBD2 ctr: -1; DDE Tn7 FP inh: 0; PRMT1 inh: 1; LEDGF integ inh: 0; SIAE inh: 3; TCR CD3 inh: -7; HTRA1 inhibitor: -6; TDP2 absorb: -4; PG9 binder: 1.9

How did CCCC12CN3CCN(CC(C3)/C1=N\NC(=O)Nc1ccccc1)C2 do in these assays?
ABHD4 inh: -4; UHRF1 MBD2 ctr: -3; DDE Tn7 FP inh: 5; PRMT1 inh: -4; LEDGF integ inh: 2; SIAE inh: 11; TCR CD3 inh: 4; HTRA1 inhibitor: 6; TDP2 absorb: -2; PG9 binder: -2.1

What do the screens show for `CC(C)(C)c1nc(SCC(=O)N2CC(=O)Nc3ccccc32)c2ccccc2n1`?
ABHD4 inh: -4; UHRF1 MBD2 ctr: 0; DDE Tn7 FP inh: -2; PRMT1 inh: -3; LEDGF integ inh: -2; SIAE inh: -3; TCR CD3 inh: 1; HTRA1 inhibitor: 0; TDP2 absorb: 5; PG9 binder: 0.2

How did CCOC(=O)C1(CCc2ccccc2)CCN(Cc2ccccn2)CC1 do in these assays?
ABHD4 inh: -11; UHRF1 MBD2 ctr: 7; DDE Tn7 FP inh: -4; PRMT1 inh: -5; LEDGF integ inh: 10; SIAE inh: -5; TCR CD3 inh: -5; HTRA1 inhibitor: -1; TDP2 absorb: -15; PG9 binder: 2.5

How did Cc1[nH]n(-c2ccc(Cl)cc2)c(=O)c1C=Nc1ccc(S(=O)(=O)N2CCOCC2)cc1 do in these assays?
ABHD4 inh: 1; UHRF1 MBD2 ctr: -3; DDE Tn7 FP inh: -1; PRMT1 inh: 2; LEDGF integ inh: 3; SIAE inh: 4; TCR CD3 inh: -2; HTRA1 inhibitor: 0; TDP2 absorb: 15; PG9 binder: -1.2

Results for CN(C)C(=O)c1ccc(-c2n[nH]c(=O)c3ccccc23)cc1 ?
ABHD4 inh: 7; UHRF1 MBD2 ctr: 1; DDE Tn7 FP inh: 7; PRMT1 inh: -2; LEDGF integ inh: 2; SIAE inh: 5; TCR CD3 inh: 8; HTRA1 inhibitor: 4; TDP2 absorb: -2; PG9 binder: -1.7

Results for CCN(CC)S(=O)(=O)c1ccc(N2CCN(S(=O)(=O)c3ccccc3C#N)CC2)nc1 ?
ABHD4 inh: 12; UHRF1 MBD2 ctr: 3; DDE Tn7 FP inh: -3; PRMT1 inh: -3; LEDGF integ inh: 2; SIAE inh: 4; TCR CD3 inh: -1; HTRA1 inhibitor: -1; TDP2 absorb: -16; PG9 binder: -1.0

How did Clc1ccc(CNc2ccc(CNc3ncn[nH]3)cc2)c(Cl)c1 do in these assays?
ABHD4 inh: 4; UHRF1 MBD2 ctr: -4; DDE Tn7 FP inh: -3; PRMT1 inh: -7; LEDGF integ inh: 3; SIAE inh: 1; TCR CD3 inh: 3; HTRA1 inhibitor: -2; TDP2 absorb: 14; PG9 binder: 0.3

How did CCc1ccc(N/C(N)=N/c2nc(CSc3ccccn3)cc(=O)[nH]2)cc1 do in these assays?
ABHD4 inh: 1; UHRF1 MBD2 ctr: -1; DDE Tn7 FP inh: 14; PRMT1 inh: 1; LEDGF integ inh: 0; SIAE inh: -6; TCR CD3 inh: 4; TDP2 absorb: 5; PG9 binder: -0.4

Results for CCCCn1c(N)c(N(CCC(C)C)C(=O)c2cc(S(=O)(=O)N3CCOCC3)ccc2F)c(=O)[nH]c1=O ?
ABHD4 inh: -4; UHRF1 MBD2 ctr: 3; DDE Tn7 FP inh: 0; PRMT1 inh: 4; LEDGF integ inh: -7; SIAE inh: -7; TCR CD3 inh: 6; HTRA1 inhibitor: 4; TDP2 absorb: -15; PG9 binder: 0.4

How did Cc1ccc(/C=N/NC(=O)c2cc(-c3ccccc3)nc3ccccc23)o1 do in these assays?
ABHD4 inh: -7; UHRF1 MBD2 ctr: -2; DDE Tn7 FP inh: 7; PRMT1 inh: 0; LEDGF integ inh: 1; SIAE inh: 2; TCR CD3 inh: -7; HTRA1 inhibitor: -43; TDP2 absorb: -19; PG9 binder: -2.4

What do the screens show for `Nn1cnnc1N/N=C\c1ccc(-c2ccccc2[N+](=O)[O-])o1`?
ABHD4 inh: 5; UHRF1 MBD2 ctr: 11; DDE Tn7 FP inh: -1; PRMT1 inh: 5; LEDGF integ inh: 38*; SIAE inh: 3; TCR CD3 inh: 13; HTRA1 inhibitor: 5; TDP2 absorb: 66*; PG9 binder: -5.4

Quoted at random: two entries already listed.
How did Cc1ccc(S(=O)(=O)N2CCCCC2)cc1NC(=O)C1CC1 do in these assays?
ABHD4 inh: 8; UHRF1 MBD2 ctr: 0; DDE Tn7 FP inh: 2; PRMT1 inh: 1; LEDGF integ inh: -2; SIAE inh: 3; TCR CD3 inh: -6; HTRA1 inhibitor: -4; TDP2 absorb: -6; PG9 binder: 1.6

How did Cc1[nH]n(-c2ccc(Cl)cc2)c(=O)c1C=Nc1ccc(S(=O)(=O)N2CCOCC2)cc1 do in these assays?
ABHD4 inh: 1; UHRF1 MBD2 ctr: -3; DDE Tn7 FP inh: -1; PRMT1 inh: 2; LEDGF integ inh: 3; SIAE inh: 4; TCR CD3 inh: -2; HTRA1 inhibitor: 0; TDP2 absorb: 15; PG9 binder: -1.2

Screening results from PubChem.
